Cneo AK release – causes C. neoformans cell lysis; hit rate 0.2% among 360,000; adenylate kinase release luminescence, 4 h; normalised: neutral wells 0, clomiphene wells 100; AID 651654; lysis activity, % at 15 µM;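 active = mean lysis activity across replicates of at least 80%, whatever share of replicates individually reach that level; inactive = mean lysis activity below 80%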
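Assay system: C. neoformans cells. Amount: yeast cell density of 5 × 10^6 cells/mL. Technique: AK luminescence. Buffer or medium: YPD. Times: static 4 h at 37 °C with compound, 1 h detection. Dosing: single-point compound dose. Read-out: lysis from increased AK signal.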
PglD DTNB – blocks C. jejuni PglD acetyltransferase activity; purified PglD enzyme, DTNB colorimetric CoA detection; inhibition, % at 12.5 µM; hit rate 0.098% among 360,000; AID 602405; in the data active = inhibition above about 16%, passing the limit was not always enough; inconclusive = no clear call, values can overlap the other calls; note: strong numbers were not always called active
CFTR F508del cor – CFTR F508del correction in bronchial cells | activity (quench increase), % at 7.58 µM | hit rate 0.36% among 350,000 | AID 720511 | CFBE cells, YFP halide quenching; stimulated with forskolin plus potentiator P3; % fluorescence drop versus neutral controls;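 active = mean added fluorescence quench of at least 8% versus neutral control, with both replicates also reaching 8%; inconclusive = only one of the mean or replicate conditions met; inactive = mean below 8% and not both replicates reaching 8%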;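 note: cells transiently co-express mutant CFTR-F508del with the halide-sensitive YFP; corrector assay measuring rescue of mutant channel to the surface after 24 h compound exposure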
PGC1a acetyl inh – modulators of PGC1a acetylation. inhibition, % at 15.6 µM. U2OS PGC1a acetylation, AlphaScreen anti-acetyl-lysine; with virally co-expressed GCN5 acetyltransferase. hit rate 0.17% among 350,000. AID 651687;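 active = every replicate shows inhibition of at least 40%; inconclusive = mean inhibition at least 40% but some replicate below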;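 note: 0% = neutral control wells and 100% = positive control wells; some results beyond the cut were filed as inactive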
miR122 inh – miR-122 inhibition in Huh7 cells; Huh7 miR-122 Renilla luciferase sensor, 48 h; neutral wells = 0, positive control = 100; activation (reporter increase), % at 12.5 µM; hit rate 0.3% among 340,000;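 active = mean replicate activation score at least 90 and every replicate individually at or above 90; inconclusive = only one of the two criteria met; inactive = neither criterion met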;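 note: higher luciferase means less miR-122 activity so hits act as miR-122 inhibitors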
FN deposition inh – fibronectin deposition inhibition; hit rate 0.086% among 350,000; AH1F fibroblasts, Alexa488-fibronectin deposition fluorescence, overnight; inhibition, % at 12.6 µM;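 active = mean inhibition across replicates of 30% or more, regardless of how many single replicates reach that level; inconclusive = mean under 30% yet at least half of replicates reach 30%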;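 note: positive control wells lacked labelled fibronectin entirely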
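Material: AH1F fibroblasts assembling fluorescent fibronectin matrix; amount: 10000 AH1F cells/well; medium: DMEM, 2% serum; reagent: Alexa488-fibronectin, 24 nM final in well; dosing: single compound dose, delivered by pin transfer; incubation: 1 h adhesion, overnight exposure; detection: fluorescence after three HBSS washes, excitation 485 nm, emission 525 nm; measure: fibronectin deposition inhibition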
C2C12 statin – suppression of simvastatin myotoxicity; C2C12 myotubes + simvastatin, ATP luminescence, 48 h; scaled: DMSO 0, geranylgeraniol control 100; rescue of ATP level, % at 7.49 µM; hit rate 0.78% among 330,000;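 active = mean ATP rescue above about 67%, or every replicate alone reaching that limit, limit read from the data, passing the limit was not always enough; inconclusive = no clear call, values can overlap the other calls; inactive = mean under the limit and some replicate under it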;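 note: myotubes were challenged with 10 µM simvastatin during compound exposure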
GSIS activator – GLuc luminescence reporter in INS-1E cells, primary screen for activators of glucose-dependent secretion of insulin | activation, % at 16.6 µM | hit rate 0.61% among 370,000 | INS-1E GLuc reporter insulin secretion, 2-3 h | AID 743287;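 active = lowest replicate activation of at least 40%, so every replicate reaches that level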;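 note: 0% = median of neutral control wells and 100% = median of IBMX positive control wells; some compounds called inactive have numbers as strong as hits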
Numbers without * were called inactive; ? = inconclusive; . = not tested or not shown; [ ] = another dose, or the depositor's remark.

Start of the listing, in advance, two compounds:
SMILES	Cneo AK release	PglD DTNB	CFTR F508del cor	PGC1a acetyl inh	miR122 inh	FN deposition inh	C2C12 statin	GSIS activator
COc1ccccc1CNC(=O)C[C@H]1CC[C@H]2[C@@H](COc3ccc(NS(=O)(=O)c4ccc(C)cc4)cc3C(=O)N2C)O1	-3	4	0.8	-16	?	-12	-23	-5
Cc1oc(-c2cccc(Cl)c2)nc1CS(=O)(=O)CC(=O)NCCN1CCCC1	1	-17	1.0	3	-4	-3	-10	30

Results, repeating the preview:
SMILES	Cneo AK release	PglD DTNB	CFTR F508del cor	PGC1a acetyl inh	miR122 inh	FN deposition inh	C2C12 statin	GSIS activator
COc1ccccc1CNC(=O)C[C@H]1CC[C@H]2[C@@H](COc3ccc(NS(=O)(=O)c4ccc(C)cc4)cc3C(=O)N2C)O1	-3	4	0.8	-16	?	-12	-23	-5
Cc1oc(-c2cccc(Cl)c2)nc1CS(=O)(=O)CC(=O)NCCN1CCCC1	1	-17	1.0	3	-4	-3	-10	30
O=C(CN1C(=O)C(c2ccccc2)Oc2cccnc21)NCc1ccccc1F (stereo not given)	-2	1	-0.6	-11	-5	1	5	9
Cc1cc(C)n(CCN(C)C(=O)CCc2nnc(-c3ccc4c(c3)OCO4)o2)n1	.	.	2.8	-6	.	16	.	13
Cn1c(=O)[nH]c(=O)c2c1nc(Br)n2CC(O)COc1ccc(Cl)cc1 (stereo not given)	1	1	2.1	.	-1	-9	-2	6
CC(C)c1ccc(CNNC(=O)c2ccccc2)cc1	-1	-2	1.0	-10	3	-3	-13	-1
C[C@@H](O)C#Cc1ccc2c(c1)O[C@@H](CN(C)CC1CCOCC1)[C@@H](C)CN([C@@H](C)CO)S2(=O)=O	6	4	-1.8	13	-3[16.7 µM]	4	-10	6
CCOC(=O)CCCNC(=O)COC(=O)c1cccc(C)c1O	1	3	.	-5	0	.	0	.
O=C1CCC(C(=O)OCC(=O)N2N=C3/C(=C/c4ccccc4)CCCC3C2c2ccccc2)N1 (stereo not given)	2	-2	.	4	0	1	12	-47
Cc1cccc(C)c1NC(=O)CN1CCN(C(=O)CNC(=O)c2ccc(N3CCCC3=O)cc2)CC1	-2	6	-3.3	4	-6	-1	26	12
Cc1ccc(NC(=O)NC2CCCCC2)cc1S(=O)(=O)N1CCOCC1	1	0	-2.7	.	4	.	8	-21
CCN1CCN(CC(=O)Nc2cccc(C)c2C)C(=O)C1=O	-1	-1	1.0	-8	-3	-3	.	3
CN1CCCCN2[C@H](CO)[C@H](c3ccc(C#CC4(O)CCCC4)cc3)[C@H]2C1	-1	1	-1.5	-4	3[16.7 µM]	.	-5	9
COC(=O)NCCc1cc(OC)c(OC)cc1S(=O)(=O)N1CC(=O)Nc2ccccc21	0	1	-1.9	-1	-3	-4	2	12
COc1ccc(S(=O)(=O)N2CCC3(CC2)OCCN3S(=O)(=O)c2ccccc2)cc1OC	0	9	-0.3	-10	32	6	2	5
COc1ccc(CN(C)C[C@H]2OCCCC[C@H](C)Oc3ccc(NC(=O)Nc4ccc(C(F)(F)F)cc4)cc3C(=O)N([C@@H](C)CO)C[C@@H]2C)cc1	-1	0	6.7	9	-31[16.7 µM]	.	-134	-23
O=C(N/N=C1\CCCc2ccccc21)c1cccc([N+](=O)[O-])c1	-1	-4	-0.6	4	-2	.	-7	-11
Cn1c(=O)c2c(nc(NCCc3ccccc3)n2Cc2ccc(F)cc2)n(C)c1=O	1	-1	2.4	-5	1	0	.	-13
C[C@@H]1CCCCO[C@@H](CN(C)C(=O)c2ccncc2)[C@@H](C)CN([C@@H](C)CO)C(=O)c2cc(NC(=O)C3CCCCC3)ccc2O1	3	2	1.0	2	2[16.7 µM]	.	16	10
CCn1c(CSc2nc3ccccc3[nH]2)nc2cc(C(=O)O)ccc21	2	-5	.	-6	0	-11	4	.
Cc1ccc(C(=O)NNC(=O)c2ccc(SCC3CCCO3)c([N+](=O)[O-])c2)cc1 (stereo not given)	-2	-4	0.1	-2	-4	.	-12	-1
O=C(Oc1ccnc2cc(Cl)ccc12)N1CCCCCC1	-2	-7	.	22	-16	.	-18	.
CCCN(C)C[C@@H]1Oc2cc(Br)ccc2S(=O)(=O)N([C@@H](C)CO)C[C@@H]1C	0	-1	1.1	-9	18[16.7 µM]	.	18	5
CNC(=O)C[C@H]1CC[C@H]2[C@@H](COc3ccc(NC(=O)c4ccccc4F)cc3C(=O)N2C)O1	-5	-1	-0.1	3	-10[16.7 µM]	6	-3	7
COC(=O)C(CC#Cc1ccc2c(c1)[C@]1(C(=O)N2)[C@H](c2ccc(OCCO)cc2)N2[C@H](c3ccccc3)[C@H](c3ccccc3)OC(=O)[C@H]2[C@@H]1C(=O)N1CCCCCCC1)C(=O)OC	-1	2	3.1	5	.	.	.	.
Cc1nnc(NC(=O)C(C)Sc2nnc(-c3ccco3)n2C(C)C)s1 (stereo not given)	2	-6	1.3	.	-5	6	4	10
Cc1ccc(C)c2[nH]c(=O)c(CCNC(=O)Cc3cccs3)cc12	1	3	1.3	-38	-9	-8	25	-8
COc1ccc2[nH]c3c(=O)n(Cc4ccc(C(=O)N5CCC(C(N)=O)CC5)cc4)c(=S)[nH]c3c2c1	.	.	-4.1	-11	.	0	.	-7
Cc1ccc(-c2csc(NC(=O)CCNC(=O)c3ccco3)n2)cc1	.	.	1.9	11	.	2	.	-23
COc1ccc([C@H]2CC(=O)C=C(c3ccc(C)cc3)C2)cc1	4	1	-1.0	-7	5	-5	-7	0
CCC(=O)NC(=S)Nc1ccc(NC(=O)c2ccccc2[N+](=O)[O-])cc1	9	-7	.	-5	-12	2	.	17
COc1cc(S(=O)(=O)Nc2ccccc2)ccc1NC=O	0	4	.	4	2	.	-5	6
Cc1ccc(S(=O)(=O)N(C)C[C@@H]2Oc3c(NC(=O)Nc4c(C)noc4C)cccc3C(=O)N([C@H](C)CO)C[C@H]2C)cc1	0	-2	0.3	-5	-3[16.7 µM]	.	-15	1
CCOC(=O)N1CCN(C(=O)C2CCCN(c3ncnc4c3nc3n4CCCCC3)C2)CC1 (stereo not given)	-1	-3	2.3	-11	-11	19	1	10
O=C(CNC(=O)c1ccc2c(c1)OCO2)Nc1cccc(Br)c1	2	-4	2.3	3	8	2	7	0
CC(=O)NC[C@@H]1[C@H](c2ccc(-c3ccccc3)cc2)[C@H](CO)N1C(=O)C1CC1	0	2	2.4	-3	18[16.7 µM]	11	11	-8
CO[C@H]1CN(C)C(=O)c2cc(NC(=O)C3CCCC3)ccc2OC[C@@H](C)N(CCC(F)(F)F)C[C@@H]1C	2	1	-0.6	.	-7[16.7 µM]	-1	-1	-14
COc1cc(NC(=O)C2(C)CCCN(C(C)C)C2)cc(OC)c1OC (stereo not given)	0	5	-0.3	0	0	.	-2	5
CCOC(=O)c1cccc(N2C(=O)Nc3ccccc3N2O)c1	-1	-2	.	-6	-2	2	.	22
O=C(C[C@@H]1C=C[C@H](NC(=O)Nc2ccc(C(F)(F)F)cc2)[C@@H](CO)O1)NCCN1CCCC1	2	-5	-1.2	10	.	5	1	4
CCCn1c(CCl)nc2cc(S(=O)(=O)N3CCOCC3)ccc21	-1	-4	-1.6	-14	6	-1	-3	9
Cc1ccc(SCC(=O)N2c3ccccc3Sc3ccccc32)cc1	5	-4	.	-33	-6	.	11	.
CCCC1CC(C)(C(=O)Cn2[nH]c(=O)ccc2=O)OC1=O (stereo not given)	-1	-7	.	2	-9	-1	.	-3
O=C(CC(C(=O)O)c1cccc(Cl)c1)c1ccccc1 (stereo not given)	-2	3	-2.4	7	9	0	0	18
Cc1ccc(NCCC(=O)c2cccs2)cc1C	4	.	1.7	-1	2	-3	0	-19
COc1cccc(C2C3=C(CCCC3=O)Nc3nc(-c4cc(OC)c(OC)c(OC)c4)nn32)c1 (stereo not given)	0	-3	.	.	0	-5	2	.
COc1ccc(C(=O)C2CCCN(Cc3ccc4nonc4c3)C2)cc1F (stereo not given)	3	-6	-1.3	.	-7	-5	2	7
COc1ccc(-c2noc(CN(C)C(=O)CCCN3C(=O)[C@H]4CC=CC[C@H]4C3=O)n2)cc1	0	2	0.6	.	0	7	8	-15
Cc1ccc2occ(/C=C/C(=O)O)c(=O)c2c1	-2	-2	.	-4	-2	.	.	.
CO[C@@H]1CN(C)C(=O)c2cc(NS(=O)(=O)c3ccc(C)cc3)ccc2OC[C@H](C)NC[C@@H]1C	-1	0	-2.2	-22	9[16.7 µM]	-5	2	-6
Oc1cccc2c(-c3nn[nH]n3)ccnc12	-1	1	-1.9	.	2	4	13	5
CC(C)NC(=O)N(C)C[C@@H]1Oc2c(NC(=O)Nc3ccc(F)cc3)cccc2C(=O)N([C@@H](C)CO)C[C@@H]1C	-1	0	0.0	-8	1[16.7 µM]	-1	-19	-9
C[C@@H]1CN([C@H](C)CO)C(=O)c2cc(NC(=O)Nc3cccc4ccccc34)ccc2O[C@@H](C)CCCCO[C@H]1CN(C)S(=O)(=O)c1ccc(F)cc1	0	-1	-1.3	-21	1[16.7 µM]	-10	36	15
CS(=O)(=O)c1ccc(-c2cc(NC=O)c3ncc(-c4ccc(F)cc4)n3c2)cc1	2	-2	1.5	4	.	-1	-4	24
COc1ccc(S(=O)(=O)Nc2ccc3c(c2)C(=O)N([C@H](C)CO)C[C@H](C)[C@H](CN(C)C(=O)Nc2ccc(C(F)(F)F)cc2)OCCCC[C@@H](C)O3)cc1	-4	-1	0.2	-14	14[16.7 µM]	-15	.	27
Cc1cc(C(=O)N2CCN(C(c3ccccc3)c3ccccc3)CC2)no1	.	.	.	-6	-1	.	34	-21
Cn1cccc1C(=O)OCC(=O)N1CCc2ccccc21	-1	-4	1.9	25	0	5	4	20
Cc1ccc(CNC(=O)CN(c2ccc(C)cc2)S(=O)(=O)c2c(C)nn(C)c2C)cc1	1	0	-2.0	1	-13	-23	-4	-4
Cc1ccccc1-n1ccnc1SCC(=O)O	0	-6	.	-4	7	.	-3	.
O=C(OCc1c(-c2ccccc2)ncc2ccccc12)c1cccs1	2	0	3.9	.	.	2	2	55*

(cont.)
SMILES	Cneo AK release	PglD DTNB	CFTR F508del cor	PGC1a acetyl inh	miR122 inh	FN deposition inh	C2C12 statin	GSIS activator
CN(CC(=O)N(C)CC(=O)Nc1c(Cl)cccc1Cl)Cc1ccccc1F	-1	-3	-2.2	-6	-13	-13	-4	1
COc1ccc(-c2cccc(-c3nc(C(=O)NCC(F)(F)F)cc4c3[C@@H](CCO)N([S@](=O)C(C)(C)C)C4)c2)cc1	-6	6	0.1	2	.	0	-11	-1
O=C(CN1N=C(C(F)(F)F)CC1(O)c1ccc([N+](=O)[O-])cc1)c1ccccc1 (stereo not given)	2	3	.	-5	-1	-18	.	.
N#Cc1c2ccc(OCC(=O)NCc3ccco3)cc2n2ccccc12	1	0	-2.0	37	0	-6	4	-6
CC(/C=N/NC(=O)Cn1cnc2ccccc21)=C\c1ccccc1	.	.	-1.0	7	2	12	5	-12
COc1ccc(OC)c2c1cc(C(=O)N[C@H](C(=O)N1CCC[C@H]1C(=O)O)C(C)C)n2C	0	0	1.0	2	1	.	-10	-2
Cc1ccc(NC(=O)C2Cc3ccccc3O/C2=N\O)cc1C (stereo not given)	-1	-1	-1.0	3	.	1	1	20
CC(=O)NS(=O)(=O)c1cccnc1Nc1cccc(Cl)c1C	-4	-1	.	7	6	.	-4	36
